High-throughput results as filed in PubChem.
mcGAS MS inh: mouse cGAS inhibition by mass spec; inhibition, % at 12.5 µM; recombinant mouse cGAS, cGAMP by RapidFire MS; Q8C6L5; AID 1259397; 0.18% of 130,000 active;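 active = inhibition of cGAS enzyme activity at or above 60%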;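 also: enzyme stimulated by 45 bp dsDNA with ATP and GTP substrates; cGAMP share of summed cGAMP plus half ATP and half GTP signals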
Target sequence (Q8C6L5 whole entry, looked up): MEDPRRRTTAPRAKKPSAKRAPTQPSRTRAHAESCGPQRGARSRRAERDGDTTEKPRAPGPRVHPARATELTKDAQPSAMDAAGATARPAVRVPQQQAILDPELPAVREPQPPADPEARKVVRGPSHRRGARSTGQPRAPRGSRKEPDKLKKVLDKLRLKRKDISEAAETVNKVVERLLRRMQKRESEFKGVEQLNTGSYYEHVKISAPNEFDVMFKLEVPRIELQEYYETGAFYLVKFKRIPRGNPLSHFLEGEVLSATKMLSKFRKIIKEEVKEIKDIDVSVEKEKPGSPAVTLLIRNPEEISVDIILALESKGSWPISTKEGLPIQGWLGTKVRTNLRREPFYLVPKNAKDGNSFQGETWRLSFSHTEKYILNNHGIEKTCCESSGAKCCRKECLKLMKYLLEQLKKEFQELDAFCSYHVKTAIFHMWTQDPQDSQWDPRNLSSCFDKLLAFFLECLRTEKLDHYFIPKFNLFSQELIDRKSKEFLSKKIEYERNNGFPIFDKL
* marks the source's active call; other numbers are inactive results; & = joins results of further samples.

mcGAS MS inh | SMILES
7.0 | CC(OCC1CCCO1)C(=O)N1CCc2[nH]c3ccc(Cl)cc3c2C1 (stereo unspecified)
-4.1 | CCOc1cccc(-c2cncc(NC(C)=O)n2)c1
-2.4 | Cc1ccc(CN2CCCN(S(=O)(=O)c3ccc(S(=O)(=O)N4CCCC4)cc3)CC2)cc1
-5.6 | CC(C)(C)C1c2[nH]c3ccccc3c2CCN1CCCn1cccn1 (stereo unspecified)
2.6 | CC(C)c1ccc(NC2CCCN(CC(C)(C)CO)C2)cc1 (stereo unspecified)
1.6 | Cc1cc2c(=O)n(C)c(SCC(=O)NCc3ccccc3)nc2s1
-6.5 | Cc1nnc(C(C)S(=O)(=O)Cc2nnnn2-c2ccc(Cl)cc2C(F)(F)F)o1 (stereo unspecified)
0.4 | CCN(CC)C(CNc1ccc(S(=O)(=O)N2CCOCC2)cc1[N+](=O)[O-])CC(C)C (stereo unspecified)

Structures shown so far containing two or more sulfur atoms:
mcGAS MS inh | SMILES
-2.4 | Cc1ccc(CN2CCCN(S(=O)(=O)c3ccc(S(=O)(=O)N4CCCC4)cc3)CC2)cc1
1.6 | Cc1cc2c(=O)n(C)c(SCC(=O)NCc3ccccc3)nc2s1

Carrying on.
mcGAS MS inh | SMILES
-5.0 | CCCc1noc(-c2sc3nc(C)c(C)c(C)c3c2N)n1
-27.3 | Cc1ccc(C)c(S(=O)(=O)NC(=O)c2ccc(N3C(=O)CCC3=O)cc2)c1
-5.8 | CC(C)c1nnc(SCCC(=O)NC(=O)NC2CCCC2)n1C1CC1
-5.3 | CCOC(=O)C1=C(CN2CCCc3cc(C(F)(F)F)ccc32)NC(=O)NC1
-13.8 | CC(=O)Nc1cccc2c1CCN(Cc1nccs1)C2
-9.3 | COCc1ncc(CN2CCN(Cc3ncccc3C)CC2)cn1
-0.6 | CCc1ccc(-n2ccc3c(cnc4ncnn43)c2=O)cc1
-0.3 | CN(C)S(=O)(=O)c1cccc(NC2=NCCS2)c1
-5.2 | O=c1[nH]c(CN2CCCC2c2cccs2)nc2scc(-c3ccco3)c12 (stereo unspecified)
-4.1 | CN(C)CCNC(=O)C12CC3(C)CC(C)(CC(Br)(C3)C1)C2
-2.3 | CCn1cc2nc(OC)c(CNC(=O)C3COCCO3)cc2c1O (stereo unspecified)
-0.7 | O=C(NCc1cccnc1Oc1ccc(F)cc1F)c1n[nH]c2c1CCC2
8.5 | COc1ccc(C(O)c2nc(-c3cnn(C)c3)cs2)cc1 (stereo unspecified)
12.5 | NC(=O)c1cc2cc(Br)ccc2o1
-4.7 | c1cc(C2CCCC2)nc(NC2CCOC2)n1 (stereo unspecified)
-8.5&-2.4 | Cc1nnc(N(C)CC(=O)Nc2ccccc2Br)s1
-8.1 | O=c1[nH]c(N2CCCC2)cc2ccccc12
-8.9 | COCCNC(=S)NN=C1CC(C)CC(C)(C)C1 (stereo unspecified)
-7.6 | CCC(=O)c1ccc(-c2ccc(Br)cc2F)cc1
-38.8 | O=C(Nc1ccc(S(=O)(=O)NC2CC2)cc1)c1ccc(C(F)(F)F)cn1
-6.6 | CC(C)NC(=O)CN(C)Cc1nc(N)c2c3c(sc2n1)CCCCC3
-10.8 | CC(c1ccccc1)N(C)C(=O)NCc1cccc(Cl)c1 (stereo unspecified)
-24.3 | CC(=O)Nc1ccc(-c2nccn2Cc2ccc3c(c2)OCO3)cc1
7.3 | O=C(Nc1ccc2c(c1)OCCCO2)c1c(-n2cccc2)sc2c1CCSC2
-6.4 | Cn1c(=NN=C2CCCc3ccccc32)sc2ccccc21
0.8 | COc1cc(OC)c(NC(=O)c2ccc3c(c2)OCCO3)cc1Cl
-4.9 | Cc1ccc(S(=O)(=O)CCCS(=O)(=O)N(C)C)c(C)c1
4.4 | COc1nc2ccccc2cc1-c1cc(C)cnc1-n1cnnc1
-0.8 | Cc1cccc(NC(=O)NCCCn2nc(-c3ccncc3)ccc2=O)c1
-2.3 | COc1ccccc1NC(=O)Nc1ccnn1C1CCN(C(=O)NC2CCCCC2)CC1
-5.4 | CCCCN(C(=O)c1cnc2n(c1=O)CCS2)c1ccccc1
-11.5 | N[C@@H](C(=O)NCCNc1cccnc1)c1ccccc1
-2.4 | O=C(c1cc(COc2cncc(Cl)c2)on1)N1CCCC1c1ccccn1 (stereo unspecified)
-12.2 | Cc1ccccc1OCC(=O)NCC(c1ccc2c(c1)CCCN2C)N1CCN(C)CC1 (stereo unspecified)
-4.4 | COCCCNC(=O)CN(C)C(=O)c1cc(C)ccc1O
-5.5 | CC(C)CSc1nnc(-c2cccc([N+](=O)[O-])c2)o1
-27.1 | COc1ccc(CNC(=O)c2sc3nc4c(c(C(F)(F)F)c3c2N)CN(C(C)=O)CC4)cc1
-3.0 | Cc1ccc(C)c(S(=O)(=O)N=C2C=C(SCC(=O)O)C(=O)c3ccccc32)c1
-4.3 | Cc1ccc(-c2ccc(N3CCCN(C(=O)CN(C(=O)c4ccccc4F)C(C)C)CC3)nn2)cc1
2.8 | Cc1nn(CCC(=O)n2cnc3ccccc32)c(C)c1Br

Five structures from above, arranged by molecular weight, high to low:
mcGAS MS inh | SMILES
-12.2 | Cc1ccccc1OCC(=O)NCC(c1ccc2c(c1)CCCN2C)N1CCN(C)CC1 (stereo unspecified)
-3.0 | Cc1ccc(C)c(S(=O)(=O)N=C2C=C(SCC(=O)O)C(=O)c3ccccc32)c1
-2.4 | O=C(c1cc(COc2cncc(Cl)c2)on1)N1CCCC1c1ccccn1 (stereo unspecified)
2.8 | Cc1nn(CCC(=O)n2cnc3ccccc32)c(C)c1Br
-4.4 | COCCCNC(=O)CN(C)C(=O)c1cc(C)ccc1O

Additional entries.
mcGAS MS inh | SMILES
-22.7 | O=c1[nH]c(CN2CCc3ccccc3C2)nc2ccccc12
-2.6 | Cc1cc(=O)[nH]c(-n2nc(-c3cccs3)cc2NC(=O)Cc2ccc(F)cc2)n1
-6.2 | Cn1c(SCC(=O)c2ccc(S(C)(=O)=O)cc2)nnc1-c1ccccc1
-9.9 | Cc1ccc(S(=O)(=O)N(CCC(=O)O)c2ccccc2)cc1
-1.2 | Cc1nc2ccc(C(=O)N[C@@]3(c4ccccc4)CCCC[C@H]3O)cc2nc1C
-32.9 | COc1ccc(C(=O)N2C[C@@H](O)[C@H](NCCN3CCNC3=O)C2)cc1
-3.8 | Cc1cc(=O)c(C(=O)NCc2cccnc2N(C)Cc2ccccc2)c[nH]1
-7.1 | COc1cccc(CC(=O)NCc2ccsc2)c1
-5.3 | CCCc1n[nH]c(=S)s1
-8.1 | O=C(NCCCn1nc(-c2cccnc2)ccc1=O)c1cccc(C(F)(F)F)c1
-1.1 | CSc1nn(-c2cc(Oc3cc(C)ccc3C)ncn2)c(N)c1C#N
-7.0 | Cc1ccc(C)c([C@@H]2C[C@H]3CN(C4CCCC4)C(=O)[C@]34CCCN24)c1
10.3 | CC1ON=C(c2ccccn2)N(C)C1=O (stereo unspecified)
-5.6 | Cc1cc(C)c(NC(=O)CCC(=O)NCC(C)n2cncn2)c(C)c1 (stereo unspecified)
-3.5 | CN(CC(=O)Nc1cnn(CC(F)(F)F)c1)S(C)(=O)=O
-5.7 | Fc1ccc(C2CC(c3ccco3)=Nc3ccccc3S2)cc1 (stereo unspecified)

Continued; the last two above are carried over.
mcGAS MS inh | SMILES
-3.5 | CN(CC(=O)Nc1cnn(CC(F)(F)F)c1)S(C)(=O)=O
-5.7 | Fc1ccc(C2CC(c3ccco3)=Nc3ccccc3S2)cc1 (stereo unspecified)
-1.0&7.9 | O=c1[nH]c(=S)[nH]nc1Cc1ccc(Cl)c(Cl)c1
-15.5 | O=C1Cc2cc(S(=O)(=O)Nc3ccc4c(c3)CCC4)ccc2N1
1.4 | CCC(C)NC(=O)CN1CCc2sccc2C1c1cccs1 (stereo unspecified)
-26.3 | Cc1cc(C)n(CCCN(C)c2nc(-c3ccccc3)nc3c2CCNC3)n1
-33.4 | COc1cccc(-c2cn[nH]c2C2CCN(C(=O)CN3CCOC3=O)CC2)c1
0.1 | CC(C)NC(=O)CN1CCCN(C(=O)CCc2cc(F)ccc2F)CC1
-21.8 | CN(Cc1cnn(-c2ccccc2)c1)Cc1ccnn1-c1ccccc1
3.4 | O=[N+]([O-])c1ccc(Oc2ncnc3sc4c(c23)CCC4)c(Cl)c1
7.1 | COc1cccc(NC(=O)NCc2nnnn2C2CCCCC2)c1OC
-4.9 | CN(C)CC1CN(CC(O)COCc2ccco2)CCO1 (stereo unspecified)
-8.8 | CCc1[nH]nc(C(=O)N2CCOC(CCCC(C)C)C2)c1C (stereo unspecified)
-10.1 | N#Cc1c(Cl)nsc1NCC1CCN(c2ccc(F)c(F)c2)C1 (stereo unspecified)
-10.2 | CC(NC(=O)c1cc(-c2ccccc2)nc2c1cnn2C(C)C)c1ccc(S(C)(=O)=O)cc1 (stereo unspecified)
-6.1 | Nc1nc(-c2cc3ccccc3oc2=O)nc2c1c(=O)oc1ccccc12
-1.4 | CC1(C)CC2CC(C)(CN2C(=O)c2coc(CN3CCNCC3)n2)C1 (stereo unspecified)
-29.4 | CC(C)C(=O)N1CCN(C(=O)c2cc3ccc(F)cc3s2)CC1
12.9 | CSc1ccc(CN2C(=O)C(C)ON=C2c2ccccc2)cc1 (stereo unspecified)
-16.6 | CC(=O)Nc1ccc(CN(C)Cc2nncn2C(C)C)cc1
-3.8 | COc1ccc(C=NNC(=O)CC2C(=O)NN=C3c4ccccc4N=CN32)cc1OC (stereo unspecified)
9.9 | CC(NC(=O)c1ccco1)C(=O)Nc1oc(-c2ccco2)c(-c2ccco2)c1C#N (stereo unspecified)
-4.5 | Clc1ccc(Cl)c(C=C2CCNCC2)c1
-6.4 | CS(=O)(=O)c1ccc(CN2CCN3C(C(=O)N4CCCCC4)=COC3=NC2=O)cc1
5.3 | CCN1CC(C(=O)Nc2ccc(OC(F)(F)F)cc2)CC1=O (stereo unspecified)
-6.0 | O=C(Nc1cnn(CC(F)(F)F)c1)N1CCCC2CCCC21 (stereo unspecified)
-6.1 | COC(=O)c1ccc(COC(=O)c2cc(C)n(C3CC3)c2C)o1
-4.4 | COc1cc(OC)c(OC)cc1/C=C1N=C(/C=C/c2ccc(C)cc2)OC\1=O
-5.2 | O=C(Cc1ccc(N2CCNC2=O)cc1)N1CCCC(Nc2ccc(F)c(F)c2)C1 (stereo unspecified)
-20.8 | CC1(C)SCC(C(=O)NCc2cccnc2Oc2ccccc2F)NC1=O (stereo unspecified)
-22.0 | COc1ccc(S(=O)(=O)Nc2ccc(-c3cn4ccc(C)nc4n3)cc2)cc1C
-13.7&-3.4 | CCOC(=O)N1CCN(C2CCCN(C(=O)C3=CCCC3)C2)CC1 (stereo unspecified)
1.3 | NC(=O)CN1CCCN(C(=O)c2ccc(Cn3nnc4ccccc43)cc2)CC1
7.6 | C=CCn1c(COc2ccc(C(C)(C)C)cc2)nnc1SC(C)C(=O)NC(N)=O (stereo unspecified)
-10.4 | O=C(/C=C/c1cnc[nH]1)Nc1ccccc1N1CCCCC1
-9.9 | CCC(CC)N(C)C(=O)c1cn(CC)c2c(F)c(F)c(F)cc2c1=O
-5.6 | c1ccc(Cc2noc(CN3CCN(c4ncccn4)CC3)n2)cc1
-17.8 | O=C(O)c1cccc(Oc2ccc(Cl)c(Cl)c2)n1
-8.1 | CCOC(=O)NC(CNC(=O)Cc1c(C)nn(C(F)F)c1C)CC(C)C (stereo unspecified)
1.8 | Cc1nc(-n2ncc(C#N)c2N)c2c3c(sc2n1)CCCC3
-14.7 | O=C(Oc1ccc(-c2nc(-c3ccccc3Cl)no2)cc1)c1ccccc1
-10.5 | C=CCN1C(=O)C(=C2SC(=S)N(CC)C2=O)c2ccccc21
-1.3 | c1cnc2nc(N3CCC(N4CCCC4)C3)ccc2n1 (stereo unspecified)
-5.8 | CCOC(=O)CC(=O)CSc1nc2c(cc1C#N)CCC2
3.5 | CCN(CC)c1ccc2cc(C(=O)Nc3cccc(C(F)(F)F)c3)c(=O)oc2c1
-31.8 | c1ccc2c3c([nH]c2c1)CN(c1nc(C2CCCC2)nc2c1CNC2)CC3
5.5 | COC(=O)c1cc2ccc(OC)c(OC)c2c(=O)s1
-2.3 | Nc1ncc(Br)cc1S(=O)(=O)Nc1ccccc1F
-15.4 | O=c1cc(CN2CCOC(CCCc3ccccc3)C2)[nH]c(=O)[nH]1 (stereo unspecified)
-2.3 | CC1(C)C2CCC1(C)C(NC(=O)c1ccn(-c3ccccc3)n1)C2 (stereo unspecified)
7.9 | CCCc1n[nH]c(=O)n1-c1ccc(OC)cc1C
-29.6 | CCOCCC1(CNC(=O)Nc2cc(CC)nn2C)CCCC1
-8.5 | O=C(Cn1cccc(C(F)(F)F)c1=O)Nc1cccc2c1CCCC2
3.8 | FC(F)Oc1ccc(NC(=S)Nc2ccc3c(c2)OCCO3)cc1
-3.0 | COc1cc(OC)c(OC)cc1C=CC(=O)c1ccc2c(c1)CCO2
-11.2 | COc1ccc(C)cc1-n1cnnc1Cn1nc(C)c(C)c1C
-5.7 | CCCN1CC(NC(=O)c2ccc(-n3cnnc3)cc2)CC1=O (stereo unspecified)
-2.1 | Cc1ccccc1OCC(=O)NC(C)C(=O)N/N=C/c1ccc2c(c1)n(C)c(=O)n2C (stereo unspecified)

(cont.)
mcGAS MS inh | SMILES
-6.8 | COc1ccc([N+](=O)[O-])c2c1NC(c1cc(Br)c(OC)c(OC)c1)C1CC=CC21 (stereo unspecified)
-4.5 | N#CCOc1ccc(CC(=O)NC2CCCOc3ccccc32)cc1 (stereo unspecified)
-2.8&-1.9 | CCC(O)C1CCCCN1Cc1ncc(Cl)n1C (stereo unspecified)
-17.4 | COC(=O)c1cc2n(n1)CCCN(C(=O)c1ccccc1-n1cncn1)C2
-23.1 | O=S(=O)(NCCc1ccccn1)N1CCc2ccccc2C1
-10.7 | CC(C)(CNC(=O)N1CCN(c2ncccn2)CC1)c1ccccc1F
-5.6 | Cc1ccc2c(c1)nc(-n1nc(C)cc1C)c1nncn12
-21.6 | CS(=O)(=O)c1cccc(C(=O)NCC2(O)CCNC2)c1 (stereo unspecified)
-5.0 | CC1=C(Cn2nnc(C(=O)O)c2C)NC(c2ccc(C)cc2)O1 (stereo unspecified)

Taken from above:
Value of CC1=C(Cn2nnc(C(=O)O)c2C)NC(c2ccc(C)cc2)O1 (stereo unspecified) under mcGAS MS inh: -5.0
Value of Cc1ccc2c(c1)nc(-n1nc(C)cc1C)c1nncn12 under mcGAS MS inh: -5.6

Not all compounds are listed, so the mix of outcomes need not match the whole.
